Wee1 degr inh – blocks degradation of human Wee1 kinase. 220,000 tested, 1.2% active. reporter increase, % at 5 µM. HeLa Luc-Wee1K328M stability, luciferase luminescence; 100% = proteasome inhibitor MG132 effect;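 active means activation above the mean of all tested compounds plus 3 SD, set per screening run, cut at about 8.8% in these data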;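 further: cells exposed to compound for 20 h before luminescence read; 0% = DMSO alone and 100% = MG132 at 30 µM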
Target sequence (P30291 whole entry K328M): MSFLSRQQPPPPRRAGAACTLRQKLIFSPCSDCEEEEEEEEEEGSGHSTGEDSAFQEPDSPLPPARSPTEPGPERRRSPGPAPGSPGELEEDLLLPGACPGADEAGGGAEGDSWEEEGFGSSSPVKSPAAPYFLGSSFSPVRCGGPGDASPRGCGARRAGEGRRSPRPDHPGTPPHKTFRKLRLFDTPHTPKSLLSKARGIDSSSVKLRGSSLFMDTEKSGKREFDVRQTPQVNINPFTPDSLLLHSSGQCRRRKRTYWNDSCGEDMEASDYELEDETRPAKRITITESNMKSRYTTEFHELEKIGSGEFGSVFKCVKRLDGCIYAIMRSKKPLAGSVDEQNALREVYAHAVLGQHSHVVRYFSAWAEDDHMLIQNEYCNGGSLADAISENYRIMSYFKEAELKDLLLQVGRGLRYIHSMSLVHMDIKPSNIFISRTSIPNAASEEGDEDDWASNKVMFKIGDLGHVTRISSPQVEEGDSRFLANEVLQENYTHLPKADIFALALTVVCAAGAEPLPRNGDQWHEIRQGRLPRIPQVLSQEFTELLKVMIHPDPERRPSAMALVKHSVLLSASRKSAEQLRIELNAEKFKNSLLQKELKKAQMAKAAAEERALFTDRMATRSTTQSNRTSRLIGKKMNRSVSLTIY
TRPML3 agonist – human mucolipin-3 channel agonism; Q8TDD5; HEK293 TRPML3-YFP, Fluo-8 calcium fluorescence; 100% = the carbachol control signal; activation, % at 3 µM; 220,000 tested, 0.29% active; AID 1448;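 active means activation above its plate's cutoff, the mean activation of the plate's test wells plus 3 SD, cut at about 12% in these data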;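 further: 0% = DMSO only wells and 100% = carbachol wells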
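Material: TRPML3-YFP stable HEK293 cells | Dosing: One concentration, 3 µM nominal, 0.3% DMSO | Timing: 125 s total fluorescence read per well | Technique: Fluo-8 calcium dye fluorescence, ex 470-495, em 515-575 nm | Measure: Percent activation from peak-to-basal fluorescence ratio, scaled between DMSO and carbachol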
BaF3 tox – parental Ba/F3 viability inhibition as JAK2V617F counter-screen. AID 1486. 220,000 tested, 1.1% active. inhibition, % at 5.6 µM. CellTiter-Glo ATP luminescence;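 active means inhibition above a per-campaign cutoff, the mean inhibition of all tested compounds plus 3 SD, cut at about 27% in these data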;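 further: 0% = DMSO wells and 100% = JAK Inhibitor I control wells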
CHOP inh – CHOP inhibition in unfolded protein response; inhibition, % at 10 µM; CHO-K1 CHOP-promoter luciferase, tunicamycin-induced, 15-18 h; 220,000 tested, 3.8% active;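 active means compounds that reduced the stress-induced luciferase reporter signal by more than about 70% of percent inhibition, limit read from the data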;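 further: 0% = tunicamycin plus vehicle and 100% = wells without tunicamycin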
Ba/F3 V617F tox – lowers viability of Ba/F3 cells expressing EpoR and JAK2V617F. ATP luminescence. inhibition, % at 5.6 µM. 220,000 tested, 1.1% active;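 active means inhibition above the campaign mean plus 3 SD over all tested compounds, cut at about 24% in these data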;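 further: cytokine-independent growth of Ba/F3 cells driven by EpoR plus mutant JAK2; 0% = DMSO-treated cells and 100% = JAK inhibitor I control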
RBBP9 inh – human RBBP9 hydrolase inhibition | 220,000 tested, 0.2% active | inhibition, % at 7.94 µM | recombinant RBBP9, FP-Rh probe fluorescence polarization;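 active means inhibition above the campaign mean of all tested compounds plus 3 SD, cut at about 14% in these data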;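 further: plate controls were DMSO wells with RBBP9 for no effect and wells lacking RBBP9 protein for full effect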
Target sequence (O75884 whole entry, looked up): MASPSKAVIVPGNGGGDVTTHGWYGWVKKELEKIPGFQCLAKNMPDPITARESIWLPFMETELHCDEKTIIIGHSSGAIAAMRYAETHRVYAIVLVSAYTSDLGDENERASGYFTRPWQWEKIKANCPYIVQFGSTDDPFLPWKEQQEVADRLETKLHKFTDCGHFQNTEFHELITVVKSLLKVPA
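Measured by – fluorescence polarization · Test system – RBBP9 protein · Input – 2.5 µM RBBP9 dispensing solution, before mixing · Measure – percent inhibition from mP, scaled between DMSO and no-protein wells · Benchmarks – DMSO-treated enzyme wells and wells lacking RBBP9 · Times – preincubation 30 min plus labeling 45 min at 25 °C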
TNF necrop inh – inhibitors of TNF-alpha induced necroptosis in Jurkat FADD-/- cells | Jurkat FADD-/- TNF necroptosis rescue, ATP luminescence, 24 h; 0 = TNF only, 100 = no-TNF cells | activation (protection from cell death), % at 10 µM | AID 463075 | 220,000 tested, 0.068% active;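 active means activation, meaning protection from cell death, of at least 50% relative to plate controls; inactive means activation below 50%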;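 further: necroptosis triggered by 40 ng/mL TNF-alpha added together with compound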
TRPN1 ag – agonists of zebrafish TRPN1 channel | HEK293 zebrafish TRPN1-YFP, Fluo-8 calcium fluorescence; 100% = response to 87 µM carbachol | 220,000 tested, 0.18% active | activation, % at 3 µM | AID 1424;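 active means activation above its plate's cutoff, the mean activation of test wells on that plate plus 3 SD, cut at about 19% in these data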;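 further: 0% = DMSO alone and 100% = 87 µM carbachol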
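Control set: carbachol 87 µM as high control, DMSO as low control; system: HEK293 stable line with zebrafish TRPN1-YFP; read-out: % activation versus carbachol response; detection: intracellular calcium fluorescence with Fluo-8; doses: single test compound dose, 3 µM nominal, 0.3% DMSO; schedule: dye 1 h 37 °C plus 30 min RT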
PPC-1+TRAIL kill – PPC-1 cancer cell killing with TRAIL present; 220,000 tested, 0.41% active; cell killing (% activity), % at 4 µM; PPC-1 cells + TRAIL, ATPLite viability luminescence; AID 1443;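 active means cell killing above 50% in the first pass at 4 µM, then a duplicate retest at 5 µM averaging 50% or more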;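 further: plate controls were cells with TRAIL plus DMSO for no effect and medium-only wells lacking cells for full effect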
Starred values were filed as active, the others as inactive; nt = not tested or not shown.

molecule	Wee1 degr inh	TRPML3 agonist	BaF3 tox	CHOP inh	Ba/F3 V617F tox	RBBP9 inh	TNF necrop inh	TRPN1 ag	PPC-1+TRAIL kill
COc1ccc(-c2csc(NC(=O)COc3ccc(N(C)S(=O)(=O)c4ccc(C)cc4)cc3)n2)cc1	0	1.1	3	62	-1	-16	-0.4	0.9	-6
NC(=O)c1ccc(F)cc1	2	0.5	0	9	-3	-2	-1.2	-0.7	nt
COc1ccc(C(=O)NCc2ccncc2)cc1OC	-3	0.5	2	-6	-1	-9	0.9	1.3	4
O=C(C1=C(O)C(=O)N(Cc2ccco2)C1c1cccs1)c1cccs1 (centres undefined)	1	0.8	1	-8	3	-7	-1.1	1.1	19
NS(=O)(=O)c1ccc(NC(=O)NC2CCCCC2)cc1	-1	0.8	6	21	3	-8	0.0	1.3	13
Cc1cccc(-c2n[nH]c(=S)n2Cc2ccccc2)c1	0	-0.5	6	1	-2	-9	-1.0	-0.7	21
Cc1ccc(C)c(N2CCN(S(=O)(=O)c3cccc4cccnc34)CC2)c1	0	0.2	5	8	4	-7	-0.2	-2.2	8
NC(=O)C(CCC(=O)c1ccc(Br)cc1)S(=O)(=O)c1ccccc1 (centres undefined)	1	0.3	4	8	1	-15	0.6	0.0	-1
COc1ccc(OC)c(Nc2nc(NCCCN(C)C)nc(N)c2[N+](=O)[O-])c1	1	0.2	50*	-24	58*	4	-32	2.2	27
Clc1ccc(-c2n[nH]c3c2CCCC3)cc1	-2	0.0	4	51	-3	-10	0.1	-2.5	13
NNc1ccc2c(C(F)(F)F)cc(C(F)(F)F)nc2n1	0	0.6	0	-27	1	-4	-0.6	1.3	15
O=C(Nc1cccnc1)Nc1ccccn1	-2	0.2	4	-13	0	-10	4.0	0.7	-15
O=C(Nc1ccccc1)c1nc2ccccc2s1	2	-0.6	5	2	3	-4	-1.8	-0.8	28
COc1ccc(NC(=S)NC(NC(=O)CCl)C(Cl)(Cl)Cl)c([N+](=O)[O-])c1 (centres undefined)	4	-0.5	-3	12	-1	2	-1.5	-2.1	8
C=CCN(C(=O)Nc1ccc2c(c1)nc(C)n2C)c1ccccc1	-1	0.5	-1	-18	1	2	0.7	1.9	14

Continuation.
molecule	Wee1 degr inh	TRPML3 agonist	BaF3 tox	CHOP inh	Ba/F3 V617F tox	RBBP9 inh	TNF necrop inh	TRPN1 ag	PPC-1+TRAIL kill
COC(=O)c1ccccc1NC(=S)NC(=O)COc1ccccc1	0	-0.4	1	-9	0	4	-2.9	-0.3	16
CC1CCN(C(=O)CCCNC(=O)Cn2cnc3sc4c(c3c2=O)CCCC4)CC1	4	-0.1	0	15	-4	-1	0.4	-0.2	34
CCN1CCN(CCCN(Cc2ccco2)C(=S)Nc2ccccc2Cl)CC1	-1	0.6	4	3	0	-2	2.5	1.3	20
Cc1ccccc1OCC(=O)OCC(=O)Nc1cc(C(F)(F)F)ccc1N1CCOCC1	2	0.2	10	30	8	-4	1.3	-2.0	-2
O=C(NC(Cc1ccccc1)C(=O)O)/C(=C\c1ccco1)NC(=O)c1ccco1 (centres undefined)	1	0.7	2	18	-2	-9	0.2	-0.5	nt
Cc1cccc(CSc2nnc(Cn3c(=O)sc4ccccc43)n2C)c1	1	-0.6	3	34	0	-1	4.3	-0.1	-9
Cc1ccc(-c2[nH]nc3c2C(c2ccc(OC(=O)N4CCOCC4)cc2)C(C#N)=C(N)O3)cc1 (centres undefined)	-3	0.3	-1	-1	-2	-3	-3.4	-0.4	24
COc1cc(OC)c2c(C)c(Cl)c(=O)oc2c1	7	0.0	1	26	3	4	-0.3	1.6	5
COc1ccc(C2CC(c3cc(OC)ccc3OC)n3nnnc3N2)cc1 (centres undefined)	-2	0.4	1	-7	1	0	-0.3	1.2	8
O=C(Nc1nc2n(n1)C(c1ccc(F)cc1)CC(c1ccccc1)N2)c1ccco1 (centres undefined)	0	0.9	-3	-1	5	-2	6.5	4.8	8
COCCNC(=O)c1cc2nc(-c3ccc(F)cc3)cc(C(F)(F)F)n2n1	0	0.5	10	16	-1	-2	0.1	0.0	nt
O=C(Nc1ccccc1)Nc1ccccc1-n1ccnc1	1	0.8	6	6	3	2	0.8	1.5	2
COc1ccc(/C(O)=C2/C(=O)C(=O)N(CCN(C)C)C2c2ccc(C)cc2)cc1Cl (centres undefined)	-2	0.2	-2	-22	-4	-3	1.9	0.2	8
O=C1CCCc2nc3nc4ccccc4n3cc21	3	-0.2	3	-2	-2	6	0.5	0.5	21
Cc1ccc(/C=C/C(=O)Nc2cccnc2)o1	6	0.8	5	-24	2	-4	0.7	2.6	11

Remaining list, next part:
Structure | Wee1 degr inh | TRPML3 agonist | BaF3 tox | CHOP inh | Ba/F3 V617F tox | RBBP9 inh | TNF necrop inh | TRPN1 ag | PPC-1+TRAIL kill
CCOC(=O)c1cc(-c2csc(COc3ccccc3)n2)on1 | 3 | 0.4 | 2 | -9 | 1 | -10 | 1.5 | 2.4 | 3
Cc1ccc(S(=O)(=O)N2CCCCC2C(=O)NCc2ccco2)cc1 (centres undefined) | 0 | -0.8 | 2 | 14 | 0 | 0 | -1.8 | -0.2 | -7
N#Cc1ccccc1CSc1ccc(-c2nc3ccccc3[nH]2)cn1 | 0 | 0.0 | 3 | -10 | -5 | -31 | -6.1 | 3.0 | 2
C=CCn1c(SCC(=O)NCc2ccccc2)nnc1-c1ccccc1O | -1 | -0.2 | -1 | 23 | -1 | 5 | 1.0 | -1.8 | 18
O=C1NNC(c2ccccc2)=N/C1=C\c1ccccc1Cl | -2 | 0.8 | 6 | 2 | 0 | -7 | -1.0 | -1.4 | 20
CCC1=NN(C(=O)c2cccc(Br)c2)C(O)(c2ccc(Br)cc2)C1 (centres undefined) | 4 | 0.3 | 9 | 69 | 3 | -8 | 3.5 | -0.3 | -9
CN(C)CCCNc1oc(-c2ccccc2)nc1C#N | 14* | 2.1 | 5 | -5 | -1 | -9 | 2.3 | 1.5 | 16
Cc1ccc(C(=O)N2c3ccccc3N(Cc3ccccc3)C(=O)C2(C)C)cc1 | -3 | -1.1 | 7 | 63 | 5 | -16 | -2.9 | -2.1 | -12
CCNC(=O)CC1C(=O)N(c2ccc(C)cc2)C(=O)N1CCc1ccc(OC)c(OC)c1 (centres undefined) | -1 | 0.4 | 3 | 7 | -1 | -7 | -0.8 | 0.2 | -12
O=S(=O)(NCC(c1cccnc1)N1CCN(c2ccc(F)cc2)CC1)c1ccc(F)cc1 (centres undefined) | 0 | 0.2 | 0 | 94* | -1 | 4 | 1.0 | 0.0 | 15
CCc1ccc(OCC(=O)N(C)C2CCS(=O)(=O)C2)cc1 (centres undefined) | 0 | 0.6 | 3 | 0 | 0 | 0 | -1.4 | 0.3 | 30
O=C(CC1C(=O)NCCN1CC1CCCCC1)NCCc1ccc(F)cc1 (centres undefined) | 0 | 0.3 | 11 | -4 | 1 | -3 | 0.1 | 1.4 | nt
O=C(CCc1ccc(S(=O)(=O)N2CCOCC2)cc1)N/N=C/c1cccc(O)c1 | 0 | 0.3 | 0 | 22 | -2 | -6 | 1.5 | -0.8 | 0
O=C(CN1CCSC1=NCc1ccccc1)c1ccc(Cl)c(Cl)c1 | 8 | 0.1 | 7 | 52 | 1 | -8 | 2.9 | -0.4 | 2
CC1CCCCN1S(=O)(=O)c1ccc(C(=O)Nc2sccc2C(N)=O)cc1 (centres undefined) | -1 | 1.2 | 6 | -24 | 2 | -15 | 0.3 | 2.4 | 28

Look-ups from the list:
Result for `O=C(Nc1ccccc1)Nc1ccccc1-n1ccnc1` under Ba/F3 V617F tox: 3
Result for `Cc1ccc(-c2[nH]nc3c2C(c2ccc(OC(=O)N4CCOCC4)cc2)C(C#N)=C(N)O3)cc1` (centres undefined) under Ba/F3 V617F tox: -2
Result for `O=S(=O)(NCC(c1cccnc1)N1CCN(c2ccc(F)cc2)CC1)c1ccc(F)cc1` (centres undefined) under RBBP9 inh: 4
Result for `O=C(Nc1nc2n(n1)C(c1ccc(F)cc1)CC(c1ccccc1)N2)c1ccco1` (centres undefined) under TRPN1 ag: 4.8

A different layout for two compounds above:
O=C(Nc1cccnc1)Nc1ccccn1
  Wee1 degr inh = -2 | TRPML3 agonist = 0.2 | BaF3 tox = 4 | CHOP inh = -13 | Ba/F3 V617F tox = 0 | RBBP9 inh = -10 | TNF necrop inh = 4.0 | TRPN1 ag = 0.7 | PPC-1+TRAIL kill = -15
CCOC(=O)c1cc(-c2csc(COc3ccccc3)n2)on1
  Wee1 degr inh = 3 | TRPML3 agonist = 0.4 | BaF3 tox = 2 | CHOP inh = -9 | Ba/F3 V617F tox = 1 | RBBP9 inh = -10 | TNF necrop inh = 1.5 | TRPN1 ag = 2.4 | PPC-1+TRAIL kill = 3

Next part
Structure | Wee1 degr inh | TRPML3 agonist | BaF3 tox | CHOP inh | Ba/F3 V617F tox | RBBP9 inh | TNF necrop inh | TRPN1 ag | PPC-1+TRAIL kill
CCC(C)NC(=O)Cn1c(=O)sc2ccccc21 (centres undefined) | -3 | 0.9 | 6 | -4 | 2 | 2 | 1.4 | 0.1 | 2
CC(C)(C)NC(=O)CSc1nc(-c2ccc(F)cc2)cs1 | 1 | 0.9 | 4 | -10 | 2 | -3 | 1.4 | -1.2 | 30
CCCCn1c(-c2ccncc2)nc2c1c(=O)[nH]c(=O)n2CC(C)C | -3 | -0.2 | 7 | 31 | 0 | -8 | -0.3 | 0.8 | -13
CC(=O)[C@@H]1[C@@H](C(=O)c2ccc(C)cc2)[C@]2(C(=O)Nc3ccccc32)[C@H]2C=Cc3cc(F)ccc3N12 | 5 | 0.3 | 8 | 2 | 3 | -9 | 3.6 | -1.1 | 18
O=C(CCCN1C(=O)c2ccccc2C1=O)N1CCC(c2ccccc2)C1 (centres undefined) | 6 | 0.1 | 3 | -10 | -1 | 0 | 0.1 | -0.4 | -15

This is a random part of the collection; about 6.8% have a hit in one of these screens.
